Source: PubChem BioAssay (National Center for Advancing Translational Sciences (NCATS))
USP2a block = inhibitors of human ubiquitin-specific protease USP2a; O75604; USP2 core, Ub-CHOP2 coupled fluorogenic reporter, 485/531; Potency, µM (doses to about 38.3 µM), for the others: at the highest dose activity change, negative = inhibition, most hits filed as inhibitors; actives 0.01% (n = 330,000); AID 463254;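 note: potency is the fitted concentration of half-maximal effect; plate controls were DMSO wells for no effect and full inhibition by NEM control for full effect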
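Cell-free coupled assay: 10nM USP2 core preincubated 30min RT with compound in Tris-HCl pH 8.0/CaCl2/CHAPS buffer, then 25nM Ub-CHOP2 and 25nM reporter substrate; fluorescence (Ex 485/Em 531) read after 60min RT, normalized to NEM inhibition, concentration-response curves fitted.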
Mito fusion act = inhibitors of mitochondrial division or activators of mitochondrial fusion. S. cerevisiae fusion-defective mutant growth rescue, CellTiterGlo 48 h. Potency, µM (titrated, usually from 46.1 µM), for inactives: at the highest dose growth rescue (activation), most hits filed as activators. actives 0.23% (n = 320,000);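 note: potency is the fitted concentration of half-maximal effect; % of control where 0% means no effect; nearly all actives have a fitted effect of over 45% in size; temperature-sensitive fusion mutants such as fzo1-1 at 37 °C on non-fermentable ethanol glycerol medium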
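Compounds are tested for their ability to restore growth of mitochondrial fusion-defective yeast strains at non-permissive 37C in YPEG medium over 48 hours. Viability is quantified by luciferase luminescence.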
Eya2 phos inh = inhibitors of human Eya2 phosphatase activity | O00167 | recombinant Eya2, OMFP fluorescence dephosphorylation (OMFP is methylfluorescein phosphate) | Potency, µM (highest dose often 76.9 µM), for the others: top-dose activity, negative = inhibition, hits mostly inhibitors | actives 0.006% (n = 330,000) | AID 488837; note: potency is the fitted concentration of half-maximal effect; % is set by controls: 0 for no effect and ±100 for the full control effect
Target sequence (O00167 whole entry, looked up): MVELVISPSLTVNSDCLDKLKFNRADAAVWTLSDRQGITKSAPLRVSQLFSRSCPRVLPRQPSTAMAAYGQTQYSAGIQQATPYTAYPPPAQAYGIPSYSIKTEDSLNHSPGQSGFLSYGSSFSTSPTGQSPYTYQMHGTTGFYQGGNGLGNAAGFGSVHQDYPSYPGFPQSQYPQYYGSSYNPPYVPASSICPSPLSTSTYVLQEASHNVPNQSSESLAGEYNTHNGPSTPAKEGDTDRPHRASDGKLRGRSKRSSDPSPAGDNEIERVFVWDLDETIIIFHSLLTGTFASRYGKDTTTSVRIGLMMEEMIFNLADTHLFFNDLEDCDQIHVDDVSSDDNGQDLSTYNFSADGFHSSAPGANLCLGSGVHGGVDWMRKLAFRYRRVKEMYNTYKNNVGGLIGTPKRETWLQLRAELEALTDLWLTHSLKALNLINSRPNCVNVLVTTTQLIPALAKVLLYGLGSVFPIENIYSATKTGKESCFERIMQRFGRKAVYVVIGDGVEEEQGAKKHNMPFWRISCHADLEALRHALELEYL
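Eya2 (0.2 uM) preincubated 10 min at ambient with compound, then OMFP substrate added at 50 uM; 10 min reaction in 50 mM HEPES pH 7.5, 50 mM NaCl, 5 uM MgCl2, 0.05% BSA, 1 mM DTT. Fluorescence read at Ex 485/Em 525 nm.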
Tb PFK block = blocks T. brucei phosphofructokinase | O15648 | T. brucei PFK, ADP-Glo luminescence | Potency, µM (series often up to 57.5 µM), without a hit: at the top dose activity, negative = inhibition, hits mostly inhibitors | actives 0.17% (n = 330,000) | AID 485367;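 note: potency is the fitted concentration of half-maximal effect; 0% = uninhibited 1x PFK enzyme wells and -100% = no-enzyme wells; nearly all actives have a fitted effect of over 60% in size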
Target sequence (O15648 whole entry, looked up): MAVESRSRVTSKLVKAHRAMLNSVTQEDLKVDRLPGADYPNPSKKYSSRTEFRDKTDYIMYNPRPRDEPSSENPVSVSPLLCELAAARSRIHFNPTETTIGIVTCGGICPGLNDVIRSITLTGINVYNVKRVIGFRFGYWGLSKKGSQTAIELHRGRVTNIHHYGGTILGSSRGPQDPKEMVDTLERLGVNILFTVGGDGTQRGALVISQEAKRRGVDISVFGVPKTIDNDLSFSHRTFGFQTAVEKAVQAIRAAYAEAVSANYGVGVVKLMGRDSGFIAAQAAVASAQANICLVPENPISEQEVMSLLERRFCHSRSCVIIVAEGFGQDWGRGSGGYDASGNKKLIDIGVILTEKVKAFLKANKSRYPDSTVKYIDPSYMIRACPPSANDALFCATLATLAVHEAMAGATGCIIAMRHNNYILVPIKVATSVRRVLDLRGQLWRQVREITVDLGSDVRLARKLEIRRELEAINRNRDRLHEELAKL
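Luminescent ADP detection (ADP-Glo, two-step: ATP depletion then ADP-to-ATP conversion for luciferase) reported PFK activity after 45 min room-temperature reaction of 1.25 nM enzyme with 0.5 mM F6P and 0.1 mM ATP at pH 8.0.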
TSHR antag = human thyrotropin receptor antagonism. AID 504810. activity change, negative = inhibition, % at 11.5 µM. TSHR-expressing cells, TSH-stimulated cAMP HTRF, 2 h; hits give low values. P16473. actives 0.2% (n = 330,000);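 active = activity change below a set negative limit, meaning inhibition stronger than a set level, cut at about -70% in these data; inconclusive = activity change between two set negative limits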; note: % is set by controls: 0 for no effect and ±100 for the full control effect
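Cell-based HTRF cAMP assay; TSHR cells + compound, TSH EC80 (4nM final), 2 h, 37 deg C. Lysis with anti-cAMP cryptate and cAMP-d2, 30 min RT, read 665/620 nm.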
uPA generation = inhibitors of cell surface uPA generation; actives 0.31% (n = 330,000); cell surface uPA generation assay, qHTS; Potency, µM (highest dose often 38.3 µM), for the others: at the top dose activity change, negative = inhibition, most hits filed as inhibitors; active = well fitted inhibition curve with a large enough effect; inconclusive = small, poorly fitted or top-dose-only effect; inactive = no such curve, though single readings can be large or run the other way; tested in mouse RAW 264.7 cells; note: potency is the fitted concentration of half-maximal effect; % is set by controls: 0 for no effect and ±100 for the full control effect; nearly all actives have a fitted effect of over 55% in size
B2AR arrestin = recruits beta-arrestin to the human beta2-adrenergic receptor; beta-arrestin recruitment to beta2AR, cell-based reporter; actives 0.02% (n = 330,000); AID 492947; Potency, µM (top dose mostly 46.1 µM), for the others: at the highest dose activation, usual class: activators;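 note: potency is the fitted concentration of half-maximal effect; 0% = DMSO controls and full agonism = EC100 isoproterenol or metaproterenol; nearly all actives have a fitted effect of over 65% in size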
ELG1 repair inh = inhibitors of ELG1-dependent DNA repair in HEK293T cells. HEK293T ELG1-luciferase reporter, luminescence, 16 h; DNA damage induced by 5-fluorouridine. AID 504467. Potency, µM (series often up to 46.1 µM), inactives show at the top dose activity change, negative = inhibition, most hits filed as inhibitors. actives 2.3% (n = 330,000); note: potency is the fitted concentration of half-maximal effect; % is set by controls: 0 for no effect and ±100 for the full control effect; nearly all actives have a fitted effect of over 55% in size
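Overnight (16 hr) co-exposure of 2,000 cells/well to 5-fluorouridine and compound at 37 °C preceded detection. Luciferase was quantified via ONE-Glo luminescence; loss of signal denotes inhibition.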
BCR signal inh = blocks chronic active B-cell receptor signaling. actives 0.05% (n = 340,000). Potency, µM (titrated, usually from 46.1 µM), for the others: at the highest dose ratio change, negative = lower green/red ratio, actives largely listed as inhibitors. ABC-DLBCL IkBa-CBG/CBR reporter, luminescence ratio, 4 h; active = well fitted inhibition curve with a large enough effect in the signal ratio, with a control signal flat, not every such curve was filed as active; inconclusive = small, poorly fitted or top-dose-only effect, or effect the other way, or a change in a side signal; the % refers to the signal ratio;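 note: potency is the fitted concentration of half-maximal effect; plate controls were basal doxycycline-induced cells for no effect and cells given 10 µM MG132 for full effect; MG132 reads +100%, hits lower the ratio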
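Concentration-response series (up to 46 uM) were applied to TMD8 dual-reporter cells for 4 h at 37C with doxycycline. Green/red ratio, after filter-overlap correction, defined %Activity; red signal alone was normalised to basal cells and zero luminescence.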
TCR act = activates T cell receptor signaling | primary human leukocytes, anti-CD3, IL-2 HTRF, 48 h | Potency, µM (top dose mostly 9.22 µM), for inactives: at the top dose activation of IL-2 secretion, hits mostly activators | 330,000 tested, under 10 active | AID 504894; note: % of control where 0% means no effect
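Compounds are tested in HTS on primary human leukocytes co-incubated with a-CD3 beads for 48 hr. IL-2 output is measured by time-resolved FRET.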
TSG101-PTAP inh = blocks PTAP/TSG101 interaction to inhibit HIV-1 budding; 340,000 tested, under 10 active; Potency, µM (series often up to 115 µM), for the others: at the highest dose activity change, negative = inhibition, actives largely listed as inhibitors; Fluorescence polarization, FITC-PTAP peptide / Tsg101 binding; AID 493005; active = well fitted inhibition curve with a large enough effect in the main read-out, with a control signal flat, not every such curve was filed as active; inconclusive = small, poorly fitted or top-dose-only effect, or effect the other way, or a change in a side signal; inactive = no such curve, though single readings can be large or run the other way; note: potency is the fitted concentration of half-maximal effect; % of control where 0% means no effect
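Fluorescence polarization binding of Tsg101 binding domain (10 uM final) to FITC-labeled PTAP peptide (50 nM final) in HEPES pH 7.5 buffer with NaCl, Tween 20, EDTA, TCEP. Compounds added before peptide; binding 20 min at RT.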
An asterisk follows results filed as active; u = inconclusive; x = no result given; [ ] = dose if it differs, or a comment. Unless noted, calls come from the whole dose curve; as a rule, active = well fitted curve in the direction sought with a large enough effect; inconclusive = small, poorly fitted or top-dose-only effect, or another doubt; inactive = no such curve, though single readings can be large; an effect the other way counts as inactive or inconclusive.

cpd	SMILES	BCR signal inh	USP2a block	TCR act	TSHR antag	ELG1 repair inh	uPA generation	Tb PFK block	Eya2 phos inh	B2AR arrestin	TSG101-PTAP inh	Mito fusion act
1	CC(Oc1ccc(F)cc1)C(=O)N1CCN(c2ncccn2)CC1 (configuration not stated)	-1%	3%	1%	5	-3%	-2%	2%	8%	0.1%	-2%	-1%
2	COc1ccc2c(c1)CC[C@@H]1[C@@H]2CC[C@]2(C)[C@@H](C(C)=O)C[C@@H]12	3%	0%	-2%	-10	28%	-5%	2%	-4%	0.1%	1%	-1%
3	Cc1ccc(CN(C)C(=O)CCNS(=O)(=O)c2ccccc2)o1	2%	4%	-3%	5	29%	1%	3%	-21%	0.2%	-1%	-1%
4	CSCCC(NC(=O)COc1ccccc1)C(=O)N1CC(C)CC(C)C1 (configuration not stated)	1%	0%	9%	-4	-14%	7%	-6%	-9%	-0.3%	0%	10%
5	N#Cc1ccc(CSc2nnc(NC(=O)CCc3nc4ccccc4c(=O)[nH]3)s2)cc1	-4%	3%	5%	3	3%	17%	1%	-1%	0.0%	0%	-4%
6	COc1ccc(-n2nc3c(c2NC(=O)c2ccc(Br)cc2)CS(=O)C3)cc1 (configuration not stated)	15%	0%	3%	8	-1%	-2%	0%	9%	0.1%	-1%	-6%
7	CCSCCNC(=O)c1cncc(Br)c1	11%	2%	-6%	1	-7%	-3%	-16%	-4%	0.0%	-12%	-1%
8	CCN(CC)CCCNC(=O)c1cc(-c2cccc(Cl)c2)on1	u	-1%	1%	-4	15%	x	4%	-2%	-0.8%	-4%	-1%
9	CCOC(=O)[C@@H]1[C@H]2COc3ccccc3[C@H]2N2C(=O)N(c3ccc(C)cc3)C(=O)[C@]12C	-10%	0%	0%	-2	-2%	2%	2%	5%	0.3%	-9%	3%
10	O=C(NCc1ccco1)c1ccc(Br)s1	2%	0%	-6%	7	-9%	x	-3%	0%	0.0%	-2%	2%

Values in list order from above.
ELG1 repair inh, entries 3 to 9: 29%, -14%, 3%, -1%, -7%, 15%, -2%

New compounds follow:
cpd	SMILES	BCR signal inh	USP2a block	TCR act	TSHR antag	ELG1 repair inh	uPA generation	Tb PFK block	Eya2 phos inh	B2AR arrestin	TSG101-PTAP inh	Mito fusion act
11	Cc1ccc(C2CC(c3ccccc3)=NN2C(=S)Nc2ccccc2)o1 (configuration not stated)	u	0%	3%	-5	u	-9%	2%	8%	0.6%	0%	15%
12	O=C(COC(=O)Cn1cnc2ccccc2c1=O)Nc1ccc(Cl)cc1	-17%	3%	-4%[46.1 µM]	3	20%	0%	-1%	-4%	-0.2%	1%	-4%
13	Fc1cccc(CN2CCN(Cc3nc(-c4cnccn4)no3)CC2)c1	0%	0%	x	1	-1%	2%	5%	5%	-1.1%	-1%	3%
14	Cc1ccc(/C=C/C(=O)Nc2nccs2)o1	u	3%	4%[46.1 µM]	-7	u	u	-8%	15%	-0.5%	-2%	-2%
15	O=C1C(Cl)=C(Nc2ccccc2O)C(=O)N1CCc1ccccc1	u	1%	-6%[46.1 µM]	-3	26%	0%	-15%	-1%	-0.8%	5%	-17%
16	O=C(OC1CCOC1=O)C1CCN(S(=O)(=O)c2c(Cl)cccc2Cl)CC1 (configuration not stated)	1%	-1%	3%	5	12%	2%	-1%	12%	0.0%	-5%	-8%
17	O=C(CCc1nnc(CCCCc2ccccc2)o1)N1CCCCC1CCO (configuration not stated)	4%	9%	-3%	6	-3%	5%	-3%	14%	-0.5%	-6%	2%
18	Cc1ccc(N2C(=O)C3C=NNC3C2=O)cc1 (configuration not stated)	-4%	2%	6%	8	-6%	-4%	-3%	11%	-0.2%	0%	2%
19	O=C(CCN1C(=O)c2ccccc2C1=O)C1=NN[C@@H]2C(=O)N(c3ccc4c(c3)OCCO4)C(=O)[C@H]12	-1%	-1%	3%	10	6%	7%	1%	-1%	-0.8%	0%	0%
20	CC(C)NC(=O)Nc1ccc2c(c1)CC(=O)N([C@@H](C)CO)C[C@H](C)[C@@H](CN(C)C(=O)NC1CCCCC1)O2	5%	1%	-13%	3	5%	1%	-3%	8%	-0.2%	-1%	x

Fetched one by one from above:
cpd	SMILES	BCR signal inh	USP2a block	TCR act	TSHR antag	ELG1 repair inh	uPA generation	Tb PFK block	Eya2 phos inh	B2AR arrestin	TSG101-PTAP inh	Mito fusion act
11	Cc1ccc(C2CC(c3ccccc3)=NN2C(=S)Nc2ccccc2)o1 (configuration not stated)	u	0%	3%	-5	u	-9%	2%	8%	0.6%	0%	15%
18	Cc1ccc(N2C(=O)C3C=NNC3C2=O)cc1 (configuration not stated)	-4%	2%	6%	8	-6%	-4%	-3%	11%	-0.2%	0%	2%
9	CCOC(=O)[C@@H]1[C@H]2COc3ccccc3[C@H]2N2C(=O)N(c3ccc(C)cc3)C(=O)[C@]12C	-10%	0%	0%	-2	-2%	2%	2%	5%	0.3%	-9%	3%
14	Cc1ccc(/C=C/C(=O)Nc2nccs2)o1	u	3%	4%[46.1 µM]	-7	u	u	-8%	15%	-0.5%	-2%	-2%
7	CCSCCNC(=O)c1cncc(Br)c1	11%	2%	-6%	1	-7%	-3%	-16%	-4%	0.0%	-12%	-1%
13	Fc1cccc(CN2CCN(Cc3nc(-c4cnccn4)no3)CC2)c1	0%	0%	x	1	-1%	2%	5%	5%	-1.1%	-1%	3%
5	N#Cc1ccc(CSc2nnc(NC(=O)CCc3nc4ccccc4c(=O)[nH]3)s2)cc1	-4%	3%	5%	3	3%	17%	1%	-1%	0.0%	0%	-4%

Later entries
cpd	SMILES	BCR signal inh	USP2a block	TCR act	TSHR antag	ELG1 repair inh	uPA generation	Tb PFK block	Eya2 phos inh	B2AR arrestin	TSG101-PTAP inh	Mito fusion act
21	COc1ccc(N(CC(=O)NC2CCCCC2)C(=O)c2ccc(C)s2)cc1OC	-1%	1%	9%	11	3%	-15%	-25%	3%	-0.3%	1%	-8%
22	CCCCNC(=O)CSc1nc2cc3c(cc2c(=O)n1CCC(=O)NCCc1ccc(OC)c(OC)c1)OCO3	-3%	2%	4%	17	2%	-6%	1%	4%	-0.4%	-3%	-7%
23	CC(C)(Oc1ccc(Cl)cc1)C(=O)NCc1ccncc1	7%	0%	-5%	1	17%	3%	-3%	-19%	0.0%	-9%	2%
24	CCC(=O)Nc1cc(-c2nc3ncccc3o2)ccc1Cl	2%	0%	-1%	-1	6%	1%	-3%	-9%	0.2%	1%	1%
25	COc1ccccc1CCC(=O)Nc1cccc(S(=O)(=O)N2CCCCCC2)c1	-21%	2%	7%	3	u	-9%	-5%	7%	0.4%	1%	0%
26	COCc1c(C(=O)N/N=C/c2ccc(C)o2)nnn1-c1nonc1N	0%	0%	0%	2	7%	1%	8%	-6%	0.1%	-4%	-8%
27	CCOC(=O)c1c(CN(CC)CC)oc2ccc(OC)cc12	-18%	3%	4%[46.1 µM]	-3	3%	4%	-3%	-19%	-0.4%	-13%	0%
28	O=C(N/N=C/c1cccc([N+](=O)[O-])c1)c1cc2c(ccc3ccccc32)o1	-11%	4%	0%	5	u	-3%	-2%	-3%	0.1%	4%	1%
29	COC(=O)c1ccc(CSc2ncnc3sc(C)c(C)c23)o1	-11%	-2%	2%	-11	4%	8%	1%	9%	0.0%	-5%	-5%
30	O=C(NCc1ccccc1)C1CCN(S(=O)(=O)c2cccc3cccnc23)CC1	8%	0%	-4%	-7	-1%	1%	-4%	-22%	-0.2%	-1%	-6%
31	CCOC(=O)c1c(-c2ccc(OC)cc2)csc1/N=C/C1=C(O)CCCC1=O	u	1%	-5%[46.1 µM]	-9	5%	-9%	u	9%	0.2%	3%	u
32	CC1CCN(CCc2nc3cc(NC(=O)COc4ccccc4)ccc3n2C)CC1	1%	0%	4%	-3	15%	-7%	-7%	0%	-0.9%	-3%	1%
33	O=C(NCCN1CCOCC1)/C(=C/c1ccco1)NC(=O)c1ccccc1	3%	0%	-21%	-16	3%	8%	1%	11%	-0.2%	-2%	0%
